High-throughput results from PubChem BioAssay.
CASP6 VEID inh: blocks human caspase-6 cleavage activity; inhibition, % at 12.5 µM; purified caspase-6, Z-VEID-R110 cleavage fluorescence; hit rate 0.53% among 350,000; P55212;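 active means mean inhibition across replicates at least about 35%, with every replicate also reaching that limit, limit read from the data; inconclusive means only one of the two criteria met; inactive means neither criterion met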;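 further: 0% = median of neutral control wells and 100% = no fluorescence left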
Target sequence (P55212 24-179 limits assumed): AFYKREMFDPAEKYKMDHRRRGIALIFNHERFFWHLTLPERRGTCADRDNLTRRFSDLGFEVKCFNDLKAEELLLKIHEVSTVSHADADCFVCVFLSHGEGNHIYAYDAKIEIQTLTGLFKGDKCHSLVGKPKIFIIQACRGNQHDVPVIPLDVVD
Target sequence (P55212 194-293 limits assumed): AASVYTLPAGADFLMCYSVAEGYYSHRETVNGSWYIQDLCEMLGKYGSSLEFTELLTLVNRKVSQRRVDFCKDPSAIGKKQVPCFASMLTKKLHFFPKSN
S100A4 MyoIIA: inhibitors of human S100A4 binding to myosin IIA peptide; P26447; inhibition, % at 10.7 µM; hit rate 0.14% among 360,000; S100A4/TAMRA-MyoIIA peptide fluorescence polarization;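 active means mean inhibition of at least 70% across replicates, with every replicate also reaching that level; inconclusive means mean inhibition reaches 70% but some replicates fall short; inactive means mean inhibition below 70%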
Target sequence (P26447 whole entry, looked up): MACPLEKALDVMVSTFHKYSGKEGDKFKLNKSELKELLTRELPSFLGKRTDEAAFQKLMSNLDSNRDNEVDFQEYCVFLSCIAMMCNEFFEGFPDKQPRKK
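Material: S100A4 monomer (human). Medium: Calcium-containing HEPES buffer, pH 7.2. Probe or stimulus: labelled myosin peptide probe, 5 nM. Compound dosing: one concentration per compound. Timing: polarization read 5 min after assay mix addition, stable 5–60 min. Benchmarks: DMSO as neutral control, TFP as positive control.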
LGR2 inh: Drosophila LGR2 receptor signaling inhibition; HEK293 LGR2, CRE-luciferase, bursicon-stimulated, 4 h; inhibition, % at 9.99 µM; hit rate 0.35% among 380,000; AID 720647;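 active means drop in luminescence signal, shown as inhibition above about 50% in the replicate tests, limit read from the data, passing the limit was not always enough; inconclusive means probably only some replicates passing the limit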;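 further: agonist challenge used bursicon conditioned medium at about half maximal strength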
Statin myotox sup: suppression of simvastatin myotoxicity; C2C12 myotubes + simvastatin, ATP luminescence, 48 h; scaled: DMSO 0, geranylgeraniol control 100; hit rate 0.78% among 330,000; rescue of ATP level, % at 7.49 µM;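 active means mean ATP rescue above about 67%, or every replicate alone reaching that limit, limit read from the data, passing the limit was not always enough; inconclusive means no clear call, values can overlap the other calls; inactive means mean under the limit and some replicate under it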;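 further: myotubes were challenged with 10 µM simvastatin during compound exposure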
esBAF inh: blocks esBAF chromatin remodeling in mouse ES cells; Bmi1-luciferase knock-in reporter, 24 h; 100% = twice the neutral-well signal; reporter increase, % at 12.5 µM; hit rate 2% among 350,000; in the data active means activation above about 40%; inconclusive means no clear call, values can overlap the other calls;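 further: 0% = median of the plate's neutral control wells and 100% = double that signal; a rise in the Bmi1 reporter signal indicates esBAF inhibition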
SIRT5 inh: inhibitors of human sirtuin-5 desuccinylase. hit rate 1.1% among 330,000. AID 652115. Purified SirT5, succinyl-peptide AMC, trypsin-coupled fluorescence. inhibition, % at 15 µM. Q9NXA8; in the data active means inhibition above about 15%; inconclusive means no clear call, values can overlap the other calls
Target sequence (Q9NXA8 whole entry, looked up): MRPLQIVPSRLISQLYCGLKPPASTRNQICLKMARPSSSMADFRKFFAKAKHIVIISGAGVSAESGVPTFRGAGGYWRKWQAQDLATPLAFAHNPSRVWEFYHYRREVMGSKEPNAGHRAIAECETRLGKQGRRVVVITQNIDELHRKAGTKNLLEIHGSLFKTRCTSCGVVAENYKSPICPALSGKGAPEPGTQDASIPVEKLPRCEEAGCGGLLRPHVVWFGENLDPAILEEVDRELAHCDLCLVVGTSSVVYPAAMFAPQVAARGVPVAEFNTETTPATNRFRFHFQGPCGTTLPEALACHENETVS
FN deposit inh: fibronectin deposition inhibition | hit rate 0.086% among 350,000 | AH1F fibroblasts, Alexa488-fibronectin deposition fluorescence, overnight | inhibition, % at 12.6 µM;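 active means mean inhibition across replicates of 30% or more, regardless of how many single replicates reach that level; inconclusive means mean under 30% yet at least half of replicates reach 30%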;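 further: positive control wells lacked labelled fibronectin entirely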
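Assay system: AH1F fibroblasts assembling fluorescent fibronectin matrix; Amount: 10000 AH1F cells per well; Buffer or medium: DMEM, 2% serum; Probe or stimulus: Alexa488-fibronectin, 24 nM final in well; Doses: single compound dose, delivered by pin transfer; Incubation: 1 h adhesion, overnight exposure; Measured by: fluorescence 485/525 nm; Read-out: fibronectin deposition inhibition.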
Active calls of the source: *; ? = inconclusive; . = no result given.

Values run as follows: S100A4 MyoIIA | LGR2 inh | esBAF inh | CASP6 VEID inh | Statin myotox sup | FN deposit inh | SIRT5 inh
(1) CCC(=O)Nc1cccc(C(=O)/C=C/c2ccc(F)cc2)c1
    4.1 | 10.3 | . | 1.8 | . | 4.1 | -2.3
(2) O=C(C[C@@H]1C[C@H]2c3cc(NC(=O)C4CCC4)ccc3O[C@H]2[C@@H](CO)O1)NCc1cccnc1
    5.3 | 8.8 | 5.3 | 0.7 | 1.4 | 2.9 | 1.9
(3) O=C(Nc1ccc(F)cc1)N1CC(=O)N2[C@H](CO)[C@H](c3ccc(-c4cccc(F)c4)cc3)[C@H]2C1
    1.3 | 12.9 | . | 1.6 | . | -7.9 | 0.7
(4) CCC1Oc2ccccc2N(CC(=O)NC2CC2)C1=O (stereo not given)
    -6.6 | 3.3 | -9.0 | -0.4 | 4.8 | 0.3 | 12.8
(5) CCN1c2ccc(S(=O)(=O)N3CCOCC3)cc2N(Cc2ccc(OC)cc2)C1C (stereo not given)
    -5.9 | 21.6 | . | -10.4 | . | 3.2 | -2.4
(6) CCCC(=O)Nc1nc(C)c(-c2csc(Nc3ccccc3C)n2)s1
    -20.1 | -19.5 | -6.4 | 5.5 | -34.5 | 1.0 | .
(7) C[C@H](CO)N1C[C@H](C)[C@@H](CN(C)C)Oc2ccc(NS(=O)(=O)c3cccs3)cc2C1=O
    -14.9 | 31.6 | -4.4 | 7.2 | 13.4 | . | 5.2
(8) Cc1ccccc1S(=O)(=O)N(C)C[C@@H]1OCc2ccccc2-c2ccccc2C(=O)N([C@@H](C)CO)C[C@@H]1C
    3.8 | 15.9 | -1.4 | -0.5 | . | -9.7 | 0.9
(9) COC(=O)C[C@H]1C[C@H]2c3cc(NC(=O)Nc4ccc(OC)cc4)ccc3O[C@H]2[C@H](CO)O1
    . | 15.0 | 5.2 | . | -4.5 | -6.0 | .
(10) COc1ccc(C(C)=O)cc1CSc1ccc(S(=O)(=O)N2CCCCC2)cn1
    0.4 | -10.9 | -0.4 | -2.8 | -8.5 | -4.6 | -0.5
(11) COc1cccc(Nc2nc3ccccc3n3cnnc23)c1
    -0.2 | -72.0 | 25.1 | -1.3 | 0.0 | 1.1 | .
(12) CC(=O)N1[C@@H](CO)[C@@H](c2ccccc2)C12CN(C(=O)Nc1ccccc1F)C2
    2.4 | 4.1 | . | -2.3 | . | . | 2.3
(13) CCCNC(=O)N1[C@@H](C#N)[C@@H](c2ccc(-c3ccc(C(=O)N(C)C)cc3)cc2)[C@@H]1CO
    6.2 | 5.8 | -0.6 | 0.3 | 4.3 | -2.6 | 5.2
(14) CC1CC(C)CN(C(=O)CSc2nnc(-c3ccc(Cl)cc3)o2)C1 (stereo not given)
    2.9 | 7.6 | 2.0 | 1.1 | 5.0 | -13.7 | .
(15) CNC(=S)N1CCC(C(=O)c2ccc(Cl)cc2)CC1
    20.6 | 10.3 | -5.3 | 0.3 | 43.8 | 8.2 | -1.6
(16) Cc1cc(C)c(S(=O)(=O)NCc2cccs2)cc1C
    -0.1 | 4.6 | -6.4 | 1.2 | 0.4 | 7.2 | -0.1
(17) COc1ccc(Cc2nnc(NC(=O)Nc3ccc(C)cc3)s2)cc1OC
    -2.8 | 3.2 | 23.7 | -1.5 | -2.6 | -4.7 | -4.8
(18) C/C(=N\O)c1ccc(Cl)cc1Cl
    5.5 | 10.7 | . | 2.2 | . | 4.4 | -4.5
(19) C[C@H](CO)N1C[C@H](C)[C@@H](CN(C)C(=O)Nc2ccc3c(c2)OCO3)OCCCC[C@H](C)Oc2ccc(NC(=O)CCC(F)(F)F)cc2C1=O
    4.2 | -5.4 | 10.9 | 2.9 | . | . | -8.6
(20) O=C(Nc1ccc2c(c1)OCO2)N[C@@H]1CC[C@H](CCNC(=O)C2CCC2)O[C@@H]1CO
    -4.6 | -14.0 | 1.8 | 3.9 | 5.4 | . | -2.8
(21) CC(C)CN(C(=O)COC(=O)c1ccc(C#N)cc1)C1CCS(=O)(=O)C1 (stereo not given)
    -4.6 | -5.2 | 1.7 | 2.1 | 4.3 | -1.4 | 0.9
(22) Cc1nn(C)c(C)c1C1C(C#N)=C(N)Oc2n[nH]c(C)c21 (stereo not given)
    . | 11.2 | -7.4 | . | 7.9 | 4.5 | .
(23) NS(=O)(=O)c1ccc(NC(=O)CN2CCCc3ccccc32)cc1
    1.9 | . | . | 3.7 | . | -14.4 | 1.2
(24) C[C@H]1CN([C@@H](C)CO)C(=O)c2cc(NS(=O)(=O)c3cn(C)cn3)ccc2O[C@H]1CN(C)Cc1ccc(-c2ccccc2)cc1
    -15.9 | -2.7 | -4.6 | 4.4 | 35.3 | 4.6 | 4.9
(25) C[C@H](CO)N1C[C@H](C)[C@H](CN(C)S(=O)(=O)c2cn(C)cn2)Oc2c(NC(=O)Nc3cccc4ccccc34)cccc2C1=O
    2.9 | -11.9 | -1.6 | 1.1 | -7.3 | -13.0 | 4.8
(26) O=C(Nc1ccc(S(=O)(=O)N2CCOCC2)cc1)c1cc(S(=O)(=O)N2CCOCC2)ccc1Cl
    0.1 | -4.8 | 4.0 | -5.5 | 1.4 | 0.6 | 0.6
(27) Cc1cc(Oc2ccc(N)cn2)cc(C)c1Cl
    -3.8 | 3.6 | . | 11.6 | . | -1.4 | -2.0
(28) CCCc1cc(=O)oc2cc(OCC(=O)NCCc3c[nH]c4ccccc34)ccc12
    -2.1 | . | -0.9 | 0.2 | -15.3 | . | 10.3
(29) CC(=O)N[C@@H]1CC[C@H](CCNC(=O)Nc2ccc(C(F)(F)F)cc2)O[C@H]1CO
    -3.3 | 11.5 | 0.4 | 2.1 | -21.6 | 22.9 | -2.1
(30) COc1ccc(C(=O)NC(=S)NCc2ccccc2)cc1OC
    -2.7 | -12.4 | 2.1 | 12.0 | -8.1 | . | -2.1

The final 2 entries of the section above lead into the next:
Values run as follows: S100A4 MyoIIA | LGR2 inh | esBAF inh | CASP6 VEID inh | Statin myotox sup | FN deposit inh | SIRT5 inh
(29) CC(=O)N[C@@H]1CC[C@H](CCNC(=O)Nc2ccc(C(F)(F)F)cc2)O[C@H]1CO
    -3.3 | 11.5 | 0.4 | 2.1 | -21.6 | 22.9 | -2.1
(30) COc1ccc(C(=O)NC(=S)NCc2ccccc2)cc1OC
    -2.7 | -12.4 | 2.1 | 12.0 | -8.1 | . | -2.1
(31) COc1ccc([C@@H]2[C@@H]3C(=O)N(C(C)(C)C)C(=O)[C@@H]3[C@]3(CC(C)C)C(=O)N(c4cccc(Br)c4)C(=O)N23)cc1
    -5.7 | 3.3 | 8.6 | 0.4 | -2.5 | -9.5 | -0.7
(32) COc1ccc(-c2oc3cc(OC(C)=O)cc(OC(C)=O)c3c(=O)c2OC)cc1
    -0.6 | -7.2 | 22.9 | -0.3 | -5.1 | -6.5 | -0.5
(33) CC(C)(C)C(=O)NC1(C(F)(F)F)N=C2SCCN2C1=O (stereo not given)
    . | . | 0.3 | . | -8.6 | 6.2 | .
(34) O=C(CC(=O)Nc1ccc(F)cc1)Nc1ccc(F)cc1
    4.8 | -6.3 | -2.7 | -1.4 | 7.2 | -4.9 | -2.5
(35) COc1ccc2c(c1)CC[C@@H]1[C@@H]2CC[C@]2(C)[C@@H](C(C)=O)C[C@@H]12
    -6.2 | -30.5 | 20.4 | -0.3 | -4.7 | 2.7 | 0.0
(36) COc1ccc(CN2C(=O)COc3ccccc3C2c2nc3ccccc3[nH]2)cc1 (stereo not given)
    9.4 | 8.8 | . | 2.2 | . | -3.5 | -4.3
(37) O=C1CC(c2ccc3c(c2)OCO3)c2cc3c(cc2N1)OCCO3 (stereo not given)
    . | 10.7 | 0.9 | . | 30.0 | . | .
(38) CCOc1ccc2c(c1)C(C)=CC(C)(C)N2S(=O)(=O)c1ccc(C)cc1
    41.7 | -3.7 | . | 1.2 | . | -45.6 | -2.7
(39) COC(=O)c1cc(OC)c(OC)cc1NC(=O)c1c(-c2ccccc2Cl)noc1C
    . | . | -0.2 | . | -11.0 | 1.7 | .
(40) C[C@@H]1CN([C@H](C)CO)C(=O)c2ccccc2-c2ccccc2CO[C@H]1CN(C)C(=O)Cc1ccccc1
    -13.9 | 14.0 | -3.1 | 3.3 | . | -9.4 | 1.6
(41) CNC[C@H]1Oc2ccc(NC(=O)Cc3ccccc3)cc2C(=O)N([C@@H](C)CO)C[C@@H]1C
    5.7 | 6.8 | 0.0 | 1.2 | -1.8 | -2.3 | -3.4
(42) CO[C@H]1CN(C)C(=O)c2ccc(NC(=O)Nc3ccc4c(c3)OCO4)cc2OC[C@@H](C)NC[C@H]1C
    7.8 | -46.4 | ? | . | -7.3 | . | 1.4
(43) COc1ccc(C(=O)C[n+]2cccc3cc(OC)ccc32)cc1
    -1.4 | -1.4 | 6.3 | -4.0 | -2.7 | 2.0 | -7.0
(44) Cc1nnc(NC(=O)c2cc(S(=O)(=O)N3CCCCC3)ccc2Cl)s1
    -0.8 | 9.3 | 0.1 | -0.1 | -4.4 | 4.8 | -3.7
(45) C=Cc1ccc(Cn2c(=O)n(CCCOC)c(=O)c3sccc32)cc1
    -5.0 | 0.7 | -11.0 | 0.0 | -3.0 | -3.8 | 1.8
(46) CC1CCCCC12NC(=O)N(CC(=O)Nc1ccc3[nH]c(=O)[nH]c3c1)C2=O (stereo not given)
    0.6 | -3.5 | . | 0.1 | . | 2.9 | -6.0
(47) COc1cc([C@@H]2c3cc4c(cc3[C@@H](O)[C@H]3COC(=O)[C@H]23)OCO4)cc(OC)c1O[Si](C)(C)C(C)(C)C
    -1.0 | 19.9 | -6.5 | 1.5 | -0.6 | 2.8 | .
(48) C[C@H](CO)N1C[C@H](C)[C@H](CN(C)Cc2ccc(C(=O)Nc3ccccc3N)cc2)Oc2c(cccc2N(C)C)C1=O
    2.3 | -6.6 | -4.6 | 0.1 | 2.8 | -8.3 | 4.6
(49) CCNC(=O)CCS(=O)(=O)c1ccc2ccccc2c1
    . | . | -5.6 | . | 26.6 | 0.1 | .
(50) O=C(c1ccc(Cl)cc1)c1ccc(CN2C(=O)c3ccccc3C2=O)o1
    . | . | -7.4 | . | -2.2 | 4.4 | .
(51) CCCC(=O)Nc1ccc2c(c1)C(=O)N(C)C[C@H](OC)[C@@H](C)CN(CCC(F)(F)F)[C@H](C)CO2
    . | 9.2 | -12.4 | . | -4.4 | -9.1 | .
(52) COc1ccc(/C=N/Nc2nnc(Cc3ccc(OC)c(OC)c3)c(=O)[nH]2)cc1OC
    -0.6 | -5.3 | . | 2.0 | . | 9.7 | 2.9
(53) OCC1OC(O)CC(O)C1O (stereo not given)
    -0.6 | 4.9 | -2.0 | -5.1 | 2.6 | . | -4.2
(54) CN1N=C(c2ccc(Cl)cc2)CC(c2ccc(Cl)cc2)C1=O (stereo not given)
    -5.0 | -0.1 | . | 1.6 | . | -16.7 | -1.5
(55) Cc1cc(C)nc(Nc2nc(C(N)Cc3ccc(Cl)cc3)cs2)n1 (stereo not given)
    -5.1 | 2.2 | -76.4 | -1.7 | -47.3 | -7.3 | .
(56) O=C(CSc1nncc2ccccc12)N1CCOCC1
    . | . | 4.2 | . | -2.1 | 1.8 | .
(57) C[C@@H]1CN([C@H](C)CO)C(=O)Cc2cc(NC(=O)C3CCCCC3)ccc2O[C@H]1CN(C)C(=O)Nc1ccc(F)cc1
    22.1 | 19.4 | 2.0 | 0.0 | 20.5 | -14.2 | 4.7
(58) CN(C)CC(=O)N1[C@H](C#N)[C@H](c2ccc(C#CC3CCCC3)cc2)[C@@H]1CO
    -27.9 | -6.3 | -3.4 | -0.9 | -14.9 | -5.9 | 5.0
(59) COc1ccc(CCn2c(C)nc3c(c(=O)c4ccccc4n3C)c2=O)cc1
    13.0 | 9.1 | 2.5 | . | . | 0.6 | .

Only part of the results is shown; the hit share may differ from the screen's.
